Bioassay records: PubChem BioAssay, National Center for Advancing Translational Sciences (NCATS)
RXFP1 antagonist: antagonists of human relaxin receptor RXFP1 | HEK293-RXFP1, relaxin-stimulated cAMP HTRF, 30 min; hits give low values | Q9HBX9 | 350,000 compounds, 0.59% hits | activity change, negative = inhibition, % at 57.5 µM;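 active = activity change of -60% or lower, but not beyond a set lower limit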; also: % is scaled to controls: 0 for no effect and ±100 for the full control effect
TRHR PAM: allosterically enhances the human TRH receptor; 360,000 compounds, 0.66% hits; P34981; AID 493056; TRHR cells, fluo-8 calcium fluorescence, EC20 TRH enhancement; enhancement, % at 2 µM; in the data active = enhancement above about 30%; also: 0% is about no effect
Target sequence (P34981 whole entry, looked up): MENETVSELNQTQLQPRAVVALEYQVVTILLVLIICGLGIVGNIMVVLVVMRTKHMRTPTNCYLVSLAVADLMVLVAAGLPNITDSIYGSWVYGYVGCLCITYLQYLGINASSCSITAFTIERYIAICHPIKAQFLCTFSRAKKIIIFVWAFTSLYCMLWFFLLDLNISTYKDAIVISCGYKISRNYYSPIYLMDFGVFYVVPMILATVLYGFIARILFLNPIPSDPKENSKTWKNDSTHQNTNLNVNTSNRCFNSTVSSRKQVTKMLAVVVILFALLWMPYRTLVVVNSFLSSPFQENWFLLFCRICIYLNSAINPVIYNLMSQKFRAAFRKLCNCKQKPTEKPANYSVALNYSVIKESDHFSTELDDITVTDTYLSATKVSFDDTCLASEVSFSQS
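TRHR-expressing cells loaded with fluo-8 calcium dye were read kinetically (ex 480/em 530) during compound addition, then stimulated with an EC20 of TRH (10 nM final). Enhancement of the Gq-mediated intracellular calcium response was scored.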
D1 antagonist: human D1 dopamine receptor antagonism. P21728. HEK293 TREx D1 cells, calcium flux, dopamine EC80; hits give low values. activity change, negative = inhibition, % at 10 µM. 360,000 compounds, 3.2% hits; in the data active = activity change below about -30%; also: % is scaled to controls: 0 for no effect and ±100 for the full control effect
Target sequence (P21728 whole entry, looked up): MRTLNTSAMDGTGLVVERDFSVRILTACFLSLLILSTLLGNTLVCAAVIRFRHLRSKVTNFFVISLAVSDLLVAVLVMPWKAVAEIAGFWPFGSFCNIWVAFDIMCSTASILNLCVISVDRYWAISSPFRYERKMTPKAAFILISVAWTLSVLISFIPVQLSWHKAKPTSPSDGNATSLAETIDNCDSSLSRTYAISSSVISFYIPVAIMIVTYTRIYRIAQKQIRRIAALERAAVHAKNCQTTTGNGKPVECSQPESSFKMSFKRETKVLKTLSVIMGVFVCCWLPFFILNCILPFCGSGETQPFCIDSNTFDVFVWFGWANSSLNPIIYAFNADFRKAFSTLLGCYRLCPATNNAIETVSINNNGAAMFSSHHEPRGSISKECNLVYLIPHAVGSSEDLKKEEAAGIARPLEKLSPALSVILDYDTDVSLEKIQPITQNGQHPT
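Calcium flux readout: force-coupled, inducible Hek293 Trex D1 line, cells induced overnight at 30 C with tetracycline, dye-loaded 30–90 min at RT. Antagonism scored against EC80 dopamine challenge given 180 s after compound.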
TRHR ag: agonists of human TRH receptor; P34981; 360,000 compounds, 0.18% hits; activation, % at 2 µM; TRHR cells, calcium flux fluo-8, FDSS agonist mode; also: 0% is about no effect
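TRHR-expressing cells loaded with fluo-8 calcium dye; 23 nL library compound pin-transferred, kinetic FDSS fluorescence (Ex 480/Em 530) recorded about 180 s for agonist-induced calcium release, before a 10 nM TRH EC20 addition for potentiator mode.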
D1 agonist: activates the human D1 dopamine receptor; P21728; activation, % at 2 µM; HEK293 T-REx D1 cells, calcium flux, agonist mode; AID 504660; 360,000 compounds, 1% hits; also: 0% is about no effect
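Inducible HEK293 T-REx D1 cells, force-coupled to calcium signalling, were plated at 4000 cells/well with tetracycline and held overnight at 30 C. After no-wash calcium dye loading, compound-evoked calcium rise over 180 s flagged agonists.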
D2 potentiator: positively modulates the human D2 dopamine receptor allosterically; P14416; HEK293 T-REx D2, calcium flux, EC20 dopamine potentiation; potentiation, % at 10 µM; 340,000 compounds, 0.34% hits; AID 485347;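 active = potentiation over 3 SD above the plate norm, cut at about 30% in these data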; also: 0% is about no effect
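Calcium flux readout, no-wash dye, 1 read/s. Inducible HEK293 Trex D2 line, overnight 30 C. Compound alone 180 s (agonist flags), then EC20 dopamine, another 180 s to score potentiation.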
D2 antagonist: D2 dopamine receptor (human) antagonism; HEK293 TREx D2 cells, calcium flux, dopamine EC80; P14416; inhibition, % at 10 µM; 340,000 compounds, 2% hits; in the data active = inhibition above about 30%; also: 0% is about no effect
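Overnight-induced (tetracycline, 30 C) HEK293 T-REx cells carrying force-coupled D2 receive a no-wash calcium dye, then compound, then EC80 dopamine at 180 s; signals are read kinetically throughout.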
D1 potentiator: enhances dopamine response at the human D1 receptor; HEK293 TREx D1 cells, calcium flux, dopamine EC20 potentiation; potentiation, % at 10 µM; P21728; 360,000 compounds, 0.036% hits; in the data active = potentiation above about 30%; also: 0% is about no effect
D2 ag: activates the human D2 dopamine receptor; P14416; HEK293 T-REx D2 cells, calcium flux agonist mode; activation, % at 2 µM; 340,000 compounds, 0.53% hits; AID 485358;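 active = activation over 3 SD above normal in the single-dose calcium agonist read, cut at about 30% in these data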; also: 0% is about no effect
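Tetracycline-induced HEK293 T-REx cells with force-coupled D2 receptor, plated overnight at 30 C, loaded with no-wash calcium dye. After a 10 s baseline, compound was pin-added and calcium flux read kinetically for 180 s; calcium rises flagged agonists.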
* hit, by the source's call; · = no result given. Rule as the data show it, unless noted: active = activation above about 30%; inactive = the rest.

SMILES | RXFP1 antagonist | TRHR PAM | D1 antagonist | TRHR ag | D1 agonist | D2 potentiator | D2 antagonist | D1 potentiator | D2 ag
CCN1CCCC1CNC(=O)C(=O)NC1CC1 (stereo unspecified) | -4.7 | 2.8 | 4.4 | -0.5 | 10.1 | 12.5 | 21.6 | -1.9 | -0.8
CN(C)CCNc1ncnc2c1cnn2-c1cccc(Cl)c1 | -13.7 | -2.5 | -0.2 | 0.9 | 37.4* | 3.4 | · | -2.5 | -0.3
CCCN(CCO)Cc1ccc2ccccc2c1 | 9.0 | -4.2 | 2.2 | 0.2 | 2.3 | -9.9 | 2.0 | -2.9 | 0.8
COc1cc(OC)c(C2Oc3nc(SC)nnc3-c3ccccc3N2C(C)=O)cc1OC (stereo unspecified) | -15.7 | -4.2 | 7.2 | 0.0 | 1.5 | -1.5 | 27.6 | -4.2 | -0.7
O=C1CN(Cc2cc(=O)oc3cc4c(cc23)CCC4)CCN1 | -19.8 | 0.2 | -7.0 | 0.0 | -3.5 | 8.4 | -24.7 | -0.1 | 0.4
COc1cccc(C2=NOC(C(=O)Nc3ccc(OC)c(OC)c3)C2)c1 (stereo unspecified) | 14.3 | 3.7 | -18.6 | 0.2 | 5.1 | 8.0 | 16.8 | -1.8 | 0.7
CCCNc1nc2c(c(=O)n(C)c(=O)n2C)n1Cc1cccc(C)c1 | 3.7 | -2.0 | 1.6 | -2.0 | 3.4 | -6.4 | 5.6 | -3.0 | -0.5
C/C(=C\C(=O)c1ccccc1)Nc1ccc(Br)c(Cl)c1 | -0.2 | 1.2 | 8.8 | 1.6 | 11.3 | 23.1 | -13.1 | -3.2 | -0.1
OC[C@H]1O[C@@H]2O[C@H]3[C@H](O)[C@@H](O)[C@@H](O[C@H]4[C@H](O)[C@@H](O)[C@@H](O[C@H]5[C@H](O)[C@@H](O)[C@@H](O[C@H]6[C@H](O)[C@@H](O)[C@@H](O[C@H]7[C@H](O)[C@@H](O)[C@@H](O[C@H]1[C@H](O)[C@H]2O)O[C@@H]7CO)O[C@@H]6CO)O[C@@H]5CO)O[C@@H]4CO)O[C@@H]3CO | · | 19.7 | 0.9 | 0.2 | 1.2 | -1.2 | -8.2 | 7.0 | -0.2
COc1ccc(CN=C2NN=C(c3cccc(OC)c3)CS2)cc1 | 0.0 | -4.5 | -5.4 | -0.7 | 4.3 | 9.4 | 3.8 | -0.6 | -0.3
COCCn1c(CNC(=O)c2cccc(N(C)C)c2)nc2cccnc21 | 12.3 | 0.3 | 13.9 | 0.0 | -0.1 | -0.6 | · | -2.4 | -1.8
O=C(Nc1ccc(N2CCN(C(=O)c3ccccc3)CC2)cc1)c1cc2ccccc2o1 | -21.8 | -0.2 | -5.3 | -0.3 | 6.6 | 8.9 | 11.3 | -2.6 | -0.3

Quoted at random: five compounds from above
SMILES | RXFP1 antagonist | TRHR PAM | D1 antagonist | TRHR ag | D1 agonist | D2 potentiator | D2 antagonist | D1 potentiator | D2 ag
O=C1CN(Cc2cc(=O)oc3cc4c(cc23)CCC4)CCN1 | -19.8 | 0.2 | -7.0 | 0.0 | -3.5 | 8.4 | -24.7 | -0.1 | 0.4
COCCn1c(CNC(=O)c2cccc(N(C)C)c2)nc2cccnc21 | 12.3 | 0.3 | 13.9 | 0.0 | -0.1 | -0.6 | · | -2.4 | -1.8
COc1cccc(C2=NOC(C(=O)Nc3ccc(OC)c(OC)c3)C2)c1 (stereo unspecified) | 14.3 | 3.7 | -18.6 | 0.2 | 5.1 | 8.0 | 16.8 | -1.8 | 0.7
CCN1CCCC1CNC(=O)C(=O)NC1CC1 (stereo unspecified) | -4.7 | 2.8 | 4.4 | -0.5 | 10.1 | 12.5 | 21.6 | -1.9 | -0.8
CCCNc1nc2c(c(=O)n(C)c(=O)n2C)n1Cc1cccc(C)c1 | 3.7 | -2.0 | 1.6 | -2.0 | 3.4 | -6.4 | 5.6 | -3.0 | -0.5

Additional records.
SMILES | RXFP1 antagonist | TRHR PAM | D1 antagonist | TRHR ag | D1 agonist | D2 potentiator | D2 antagonist | D1 potentiator | D2 ag
Cc1nc2scc(-c3ccccc3)c2c(=O)n1N=C1C=CC(=O)C=C1 | -31.0 | -4.6 | -10.0 | -0.2 | 3.2 | 9.4 | 3.4 | -5.0 | -0.1
Cc1cc(NS(=O)(=O)c2ccc(NC(=S)NC(=O)c3ccc(Br)cc3)cc2)no1 | -3.3 | 1.6 | -2.0 | -0.2 | 1.8 | 5.2 | 8.2 | 0.2 | -0.7
O=C1ON=C(c2ccccc2)/C1=C/c1ccc(OS(=O)(=O)c2ccccc2)cc1 | 2.8 | -2.1 | -3.8 | -0.5 | 0.6 | 5.0 | 7.5 | 2.9 | -1.3
Cn1c2ccccc2c2cnn(CC(=O)N3CCCCC3)c(=O)c21 | -1.5 | -0.7 | -3.7 | 0.2 | 1.1 | -23.4 | -11.4 | 1.1 | -0.1
O=C(CSc1ncnc2sccc12)Nc1ccccc1 | 7.1 | -6.4 | -61.1* | -1.0 | 6.6 | 5.0 | 3.6 | -8.8 | 0.9
Cn1nc(CC(=O)N2CCN(c3ccccc3)CC2)c2ccccc2c1=O | 8.4 | 0.4 | -15.0 | -0.4 | 11.3 | 10.2 | -2.5 | -1.6 | -0.1
Cc1oc(-c2ccccc2F)nc1CSCC(=O)NC1CCCC1 | 37.2 | 3.7 | -13.4 | -0.1 | 0.7 | -2.8 | 7.9 | -3.8 | -0.1
CN(C)S(=O)(=O)c1cccc(C(=O)N2CCc3ccccc32)c1 | 8.0 | 1.6 | -8.1 | 0.0 | 6.3 | -4.0 | -1.2 | -0.1 | 0.6
COc1cccc(OC)c1C(=O)N1CCNCC1 | -3.7 | 2.4 | -5.7 | 0.4 | 0.0 | -6.2 | -4.1 | -8.8 | 0.1
Cc1c(C(=O)N(C)C)c2ccc(Cl)cc2n1O | -2.0 | 5.4 | 11.7 | 0.1 | 2.3 | 11.1 | -11.2 | -2.9 | -0.3
CN(C)S(=O)(=O)c1ccc(Cl)c(NC(=O)CSc2nnnn2-c2ccc(O)cc2)c1 | -0.3 | 11.4 | -31.9* | -1.4 | 15.3 | -1.8 | 5.0 | 4.5 | 0.9
O=C(COc1ccc(Cl)cc1Cl)N(C1CCCCC1)C1CCS(=O)(=O)C1 (stereo unspecified) | -21.1 | -6.2 | -9.9 | 0.5 | 9.2 | -0.4 | -9.1 | · | 1.5
Cc1cc2ncn(-c3ncnc4sc5c(c34)CCCC5)c2cc1C | -2.5 | 0.6 | -6.5 | -0.6 | 9.7 | 1.6 | 1.2 | -4.0 | -1.7
O=C(NCc1ccccc1Cl)C1CCN(S(=O)(=O)c2cccs2)CC1 | 1.9 | -2.1 | -18.2 | -1.1 | 0.8 | 8.8 | -8.3 | 3.1 | 0.6
Cc1ccc(N(C(=O)CCC(=O)Nc2nccs2)C(C(=O)NC(C)(C)C)c2ccc(O)cc2)cc1 (stereo unspecified) | 9.3 | 3.7 | 3.9 | 0.9 | 0.1 | 2.0 | 0.6 | 3.4 | -0.1
Cc1nc(Cl)sc1C(=O)Nc1cccc(Cl)c1C | -7.1 | 1.8 | -15.7 | -1.3 | 3.2 | 16.6 | -5.4 | -5.7 | -0.8
NS(=O)(=O)c1ccc(CCNC(=O)C2COc3ccccc3O2)cc1 (stereo unspecified) | -4.3 | 6.6 | -11.2 | 0.4 | 6.7 | 4.0 | 8.6 | -0.2 | -1.8
Cn1c(NC(=O)c2ccc(C(C)(C)C)cc2)cc(=O)n(C)c1=O | · | 2.2 | 5.9 | 0.4 | 6.5 | -3.8 | · | 1.9 | ·
Cc1c(C(=O)O)cccc1[N+](=O)[O-] | · | -2.4 | · | 0.0 | -0.5 | -7.7 | -10.1 | -2.0 | 0.1
CS(=O)(=O)N(CC(=O)N/N=C/c1ccccc1C(=O)O)c1cccc(Cl)c1Cl | -0.4 | -0.8 | 7.4 | 0.6 | 3.6 | -4.4 | 7.8 | 0.8 | -0.3
CN(C)CCN(C(=O)c1ccc2ccccc2c1)c1nc2ccc(Br)cc2s1 | -5.2 | -4.2 | 3.0 | 0.6 | 7.5 | -11.2 | -22.8 | -11.1 | 1.0
S=C(Nc1ccccc1Cl)NC1CCN(Cc2ccccc2)CC1 | 0.0 | 6.1 | 0.5 | 1.1 | 14.5 | -23.6 | 84.6* | -0.6 | -0.3
CC1CCN(C(=O)C(C)OC(=O)CSc2ccc([N+](=O)[O-])cc2)CC1 (stereo unspecified) | -17.9 | 2.2 | -19.4 | -0.4 | 1.3 | -0.1 | -3.6 | -3.5 | -0.6
CCN(CC)c1ccc(C(NC(C)=O)NC(C)=O)cc1 | -5.8 | 4.1 | 1.4 | -0.8 | -0.4 | 14.4 | -2.0 | 1.5 | 0.3
COc1ccc([N+](=O)[O-])cc1NCc1cccc([N+](=O)[O-])c1 | -6.9 | -6.9 | -15.7 | -1.3 | 0.2 | 4.4 | -21.7 | -10.4 | -0.2
COc1ccc(C2C(C(=O)Nc3cc(OC)c(OC)c(OC)c3)c3ccccc3C(=O)N2C)cc1OC (stereo unspecified) | 0.5 | 3.5 | -12.4 | 0.0 | 2.1 | 7.8 | -7.3 | 0.7 | 1.0
Cc1cc2ccccc2n1CCNC(=O)c1ccccc1 | -7.8 | 3.6 | -2.0 | -0.6 | 43.1* | -2.9 | 6.0 | -11.9 | 1.7
Cc1noc(C)c1COc1cccc(C(=O)Nc2cccnc2)c1 | -13.0 | -3.4 | 4.4 | -0.7 | 4.7 | -12.3 | -10.7 | -1.2 | 1.4
N#CC1=C(SCC(=O)NCc2ccccc2)NC(=O)CC1c1ccco1 (stereo unspecified) | 2.1 | 1.8 | -4.4 | 0.2 | 0.8 | 4.8 | -28.7 | -4.0 | -1.8
N#Cc1c(-c2ccco2)ccn(Cc2ccc(F)cc2)c1=O | 8.4 | -18.9 | 3.2 | -0.4 | 0.4 | 2.5 | -4.4 | -0.1 | -0.2
CCC(=O)N1CCc2cc(S(=O)(=O)NC(CC(C)C)C(=O)N3CCc4ccccc43)ccc21 (stereo unspecified) | 3.5 | 0.8 | 12.2 | -0.3 | 2.7 | 8.2 | -12.8 | -2.2 | -0.2
Oc1c(C(c2ccc(F)cc2)N2CCOCC2)sc2nc(-c3ccco3)nn12 (stereo unspecified) | 11.5 | -2.9 | · | 0.0 | -1.0 | -6.9 | · | -1.6 | 1.4
O=C(Nc1nc(-c2cc3ccccc3oc2=O)cs1)c1ccc(Br)o1 | -4.2 | -3.4 | -2.1 | 0.3 | 3.0 | 19.6 | -13.9 | -4.5 | 0.2
c1ccc(-c2c3ccccc3nc3[nH]c4ccccc4c23)cc1 | · | -1.7 | 0.2 | 0.1 | -0.8 | 0.4 | -19.7 | -2.0 | 0.7
CCOCCCn1c(=S)[nH]c2cc(C(=O)N3CCOCC3)ccc2c1=O | -2.7 | 8.2 | 23.8 | 0.5 | 2.6 | 1.8 | · | -1.4 | 0.1
Cc1cccc2cc(CN(CCN3CCOCC3)C(=O)NCc3ccccc3)c(=O)[nH]c12 | -0.4 | 5.0 | 10.4 | 0.2 | 1.7 | -2.9 | 13.6 | -2.1 | -0.4
